HIF-2a block: HIF-2a inhibition. 786-0 RCC cells HIF-2a reporter, luciferase luminescence, overnight. inhibition, % at 18.8 µM. hit rate 0.72% among 360,000;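 active = inhibition of the luminescence signal of 40% or more relative to plate controls, in a single-dose primary screen at 18.75 µM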
Shn3 inh set2: reduces Shn3 3'UTR luciferase signal in osteoblasts; AID 588674; Clone20 osteoblast Shn3 3'UTR firefly luciferase, 24 h; inhibition, % at 12.5 µM; hit rate 0.52% among 360,000;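 active = mean inhibition of at least 75% with every replicate also reaching 75%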;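 note: 0% = median of neutral control wells and 100% = pilot-screen positive control compound; some compounds past the cut are filed as inactive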
MITF TRPM1 inh: reduces MITF-dependent TRPM1 promoter luciferase signal; SK-MEL-5 TRPM1 promoter luciferase, 24 h; AID 488899; inhibition, % at 12.5 µM; hit rate 0.83% among 330,000;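 active = mean inhibition across replicates of 60% or more, whatever share of single replicates reaches that level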; note: values of inactives mirror those of a sister screen read the other way
CF NFkB inh: cystic fibrosis NF-kB activation inhibition. KKLEB NF-kB-GFP reporter, PAF-induced, GFP fluorescence overnight. inhibition, % at 5 µM. hit rate 0.86% among 360,000;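 active = at least 50% inhibition at 5 µM, scaled per plate between neutral and stimulator controls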;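 note: PAF is a Pseudomonas aeruginosa culture filtrate used as stimulus; plate controls were PAF-stimulated DMSO wells for no effect and unstimulated DMSO wells for full effect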
EBV LMP1 NFkB: reduces LMP1-driven NF-kappaB luciferase signal; LMP1-induced NF-kappaB luciferase reporter cells, luminescence; inhibition, % at 12.5 µM; hit rate 0.69% among 350,000; in the data active = inhibition above about 41%;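 note: 0% = neutral control wells and 100% = reference inhibitor control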
KKLEB cytotox: reduces viability of KKLEB cystic fibrosis airway cells | hit rate 0.36% among 360,000 | KKLEB CF airway cells viability, ATPlite luminescence, overnight; stronger effect = lower value; cells stimulated with P. aeruginosa culture filtrate | activity change (cytotoxicity), % at 5 µM;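 active = corrected activity change at or below -50% at 5 µM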
NR2E3 ag-1: agonists of human NR2E3 nuclear receptor; CHO-S Gal4-NCOR/VP16-NR2E3 two-hybrid, luciferase; inhibition of corepressor binding, % at 3.98 µM; Q9Y5X4; hit rate 0.35% among 360,000; AID 602229;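 active = inhibition above the mean of all tested compounds plus 3 SD, cut at about 70% in these data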;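 note: 0% = DMSO with NR2E3 transfected cells and 100% = cells lacking NR2E3 construct; higher means lower luciferase signal from less NR2E3 corepressor binding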
Target sequence (Q9Y5X4 whole entry, looked up, the tested form may be a part): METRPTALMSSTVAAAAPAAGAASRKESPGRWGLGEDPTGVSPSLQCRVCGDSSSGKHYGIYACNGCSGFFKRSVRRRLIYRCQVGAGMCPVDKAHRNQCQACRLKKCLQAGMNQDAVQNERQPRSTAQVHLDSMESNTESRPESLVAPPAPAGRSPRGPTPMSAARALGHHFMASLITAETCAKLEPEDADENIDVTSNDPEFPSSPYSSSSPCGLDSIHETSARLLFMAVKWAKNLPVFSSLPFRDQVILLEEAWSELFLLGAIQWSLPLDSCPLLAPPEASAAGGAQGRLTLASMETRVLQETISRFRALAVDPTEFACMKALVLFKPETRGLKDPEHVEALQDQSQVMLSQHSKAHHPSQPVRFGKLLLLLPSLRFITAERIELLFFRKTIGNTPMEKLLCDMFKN
Peg3 promoter: inhibitors of Peg3 promoter; HeLa PEG-Prom luciferase reporter, luminescence, overnight; inhibition, % at 20 µM; hit rate 1.7% among 360,000; AID 588405;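 active = inhibition of at least 50% at 20 µM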
C8 TRAIL sens: caspase-8 TRAIL sensitization. NB7+C8 cells + TRAIL, ATPlite viability luminescence. inhibition (viability loss, TRAIL sensitization), % at 10 µM. hit rate 1% among 360,000;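 active = compounds causing at least 50% loss of cell viability in the single-dose screen, relative to plate controls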
iPSC survival up: hiPSC single-cell survival enhancement; hit rate 0.044% among 360,000; ATPlite luminescence; 100% = ROCK inhibitor wells, 0% = DMSO; AID 602274; survival enhancement, % at 20 µM; in the data active = survival enhancement above about 18%;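 note: cells exposed to compounds for 16 hours before the ATP read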
NR2E3 ag-2: agonists of human nuclear receptor NR2E3; GST-NR2E3/biotin-RetCOR TR-FRET, 1536-well; inhibition of corepressor binding, % at 4.78 µM; hit rate 0.12% among 320,000; AID 2300;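 active = percent inhibition above the cutoff of mean plus 3 SD of all tested compounds, set per screening campaign, cut at about 20% in these data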;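 note: 0% = DMSO wells and 100% = biotin wells as full block of FRET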
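System: GST-NR2E3 and biotin-RetCOR proteins; probe or stimulus: 7 nM biotin-RetCOR; doses: compound at 4.8 µM, single dose; schedule: Compound–protein incubation for 5 h at 4 °C; detection: time-resolved FRET; read-out: percent inhibition; controls: biotin wells as high control, 0.6% DMSO wells as low control; format: 1536-well plates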
The depositor's hits bear a star; . = not tested or not shown.

Every second line gives: HIF-2a block, Shn3 inh set2, MITF TRPM1 inh, CF NFkB inh, EBV LMP1 NFkB, KKLEB cytotox, NR2E3 ag-1, Peg3 promoter, C8 TRAIL sens, iPSC survival up, NR2E3 ag-2
COC(=O)c1c(NC(=O)C2CCCCC2)sc2c1CC(C)(C)NC2(C)C
→ 12, -6, -26, 7, 4, -14, -30, 33, 6, 0.8, 3
Cc1ccc(CNC(=O)CNC(=O)[C@@H]2Cc3ccccc3CN2)cc1
→ 4, 0, 7, 20, -1, -1, 25, 3, -10, -0.2, -3
COc1cccc(NC(=O)C(=O)NCC2CCCN2S(=O)(=O)c2cccs2)c1 (configuration not stated)
→ -260, -55, ., 21, -26, -6, -125, -283, -8, -0.9, .
Cn1c(SCC(=O)N/N=C/c2ccccn2)nnc1-c1ccccc1
→ 11, 10, 11, -12, 0, 3, 3, -2, -19, -0.5, 1
C=C1CCN([C@H](C(=O)NCc2ccc(Cl)cc2)C(C)C)S(=O)(=O)c2ccccc21
→ 2, -18, 10, -30, -3, 4, -22, 10, -6, 4.2, 2
COC(=O)CN(c1cccc(C)c1)S(=O)(=O)c1ccccc1
→ 7, -8, -16, 0, 1, 10, 14, 14, 25, -0.4, 1
Nc1ccc(C(=O)NCCCSc2ccccc2)cc1[N+](=O)[O-]
→ -11, 11, -15, 1, 4, -3, 39, 21, 16, -0.4, -2
Cc1cc(C)c(NC(=O)COC(=O)C23CC4CC(CC(O)(C4)C2)C3)c(Cl)c1
→ 8, -8, 1, -6, 3, -5, 4, -12, -15, 0.1, .
CN(Cc1ccccc1)C(=S)Nc1cccnc1
→ 12, -36, 12, -12, -8, 6, -11, 10, -2, 1.5, -1
Nc1ncnc2c1ncn2[C@@H]1O[C@H](C(=O)N2CCN(c3ccc(Cl)cn3)CC2)[C@@H](O)[C@H]1O
→ 14, -5, ., -23, ., 4, 13, -4, -9, -2.6, .
O=C(N/N=C/c1ccc(Cl)cc1)c1cc(-c2cccnc2)nc2ccccc12
→ 5, -19, 19, 17, -17, -14, -6, 4, 22, -0.1, -3
N#CC1=C(c2ccc(-c3ccccc3)cc2)COC1=O
→ -63, -21, 0, -49, 4, 12, -51, -14, -2, -0.2, -3
CC(c1nnc(SCC(=O)Nc2ccc3[nH]c(=O)[nH]c3c2)n1Cc1ccccc1)N(C)C (configuration not stated)
→ 8, -13, 4, 1, -18, -9, -8, 8, 23, 0.7, -2
CCOC(=O)C1=C(C)N=C2SCCC(=O)N2C1c1cc(Br)ccc1OC (configuration not stated)
→ 18, -14, 2, -6, -9, 5, 15, 21, -8, -1.9, -1
Cc1ccc(C(=O)Nc2sc3c(c2C(=O)O)CCCCC3)o1
→ -125, -20, -48, -6, 8, 8, -129, -160, 27, -2.0, 3
O=C(Nc1ccccc1)Nc1ccc(S(=O)(=O)N2CCCCC2)cc1
→ -17, 11, -3, 5, -3, -2, 23, 6, 7, 3.0, 0
C/C(CC(=O)Nc1ccc(N(C)C)cc1)=N\NC(=O)c1ccccn1
→ -154, -25, -25, -10, -2, -1, -108, -70, -17, -2.0, -3
COC(=O)C(CCSC)NC(=O)c1cc2c(n(-c3ccccc3)c1=O)CCCC2=O (configuration not stated)
→ 23, 2, 8, 13, -2, -3, -34, 5, -6, -0.5, 4
CN(C(=O)c1cncc(Br)c1)C1C2CC3CC(C2)CC1C3 (configuration not stated)
→ -45, -10, -17, 8, -3, 0, -16, -21, 10, -0.8, 5
N#Cc1cn(Cc2cccc(Cl)c2)c2ccccc12
→ 22, -1, 3, 4, 4, 2, -14, 18, -6, -0.5, -5
NS(=O)(=O)c1ccc(NC(=S)Nc2ccc(Br)c(Cl)c2)cc1
→ -28, 3, 31, 12, -15, -2, -9, 1, -3, 1.1, -1
Cc1nnc(SCC(=O)N(CC(C)C)C2CCS(=O)(=O)C2)s1 (configuration not stated)
→ -3, -5, -5, 15, 6, 1, 18, 7, -14, -0.3, 2
O=C(/C=C/c1cccc([N+](=O)[O-])c1)c1ccc2c(c1)OCCO2
→ -65, -11, -20, 12, 7, -22, -21, 34, 6, -3.4, 6
O=C(CCCC(=O)NN=Cc1cccc(O)c1)NN=Cc1cccc(O)c1
→ 4, 0, -8, 10, -3, 3, 14, 10, -6, 1.1, .
O=C1C2C3C=CC(C2C(=O)N1c1nccs1)C1C(=O)N(c2nccs2)C(=O)C31 (configuration not stated)
→ 9, 6, 1, -16, 3, -4, -18, 1, -13, -0.7, -1
CCN(CC(=O)Nc1c(F)cccc1F)C(=O)c1ccccc1F
→ -4, 8, 4, -13, -6, 0, -20, 5, 6, -0.4, 1
COC(=O)[C@@H]1C[C@@H]2CC[C@@H](O)C[C@@H]2N1Cc1ccc(Cl)cc1
→ 5, 19, 7, 6, 9, 6, -11, 0, -9, 0.2, 0
CC12CCC(=O)CC1CCC1C2CCC2(C)C1CCC2(O)C(=O)CO (configuration not stated)
→ 1, -1, -4, -54, -7, 13, 4, -38, 9, -2.0, .
COc1ccc(Cl)cc1NC(=O)CN(C)C(=O)c1cn(-c2ccccc2)nc1-c1cccnc1
→ 14, 16, -7, -38, 3, 13, 22, 25, 11, -0.1, -4
CCOC(=O)CNC(=O)N1CCc2ccc(NC(=O)c3ccccc3Cl)cc2C1
→ -3, -5, -9, 38, 4, -1, -30, 2, -7, 0.0, 0

Record cards, as listed above:
N#Cc1cn(Cc2cccc(Cl)c2)c2ccccc12 is entered as HIF-2a block: 22; Shn3 inh set2: -1; MITF TRPM1 inh: 3; CF NFkB inh: 4; EBV LMP1 NFkB: 4; KKLEB cytotox: 2; NR2E3 ag-1: -14; Peg3 promoter: 18; C8 TRAIL sens: -6; iPSC survival up: -0.5; NR2E3 ag-2: -5
CC12CCC(=O)CC1CCC1C2CCC2(C)C1CCC2(O)C(=O)CO (configuration not stated) is entered as HIF-2a block: 1; Shn3 inh set2: -1; MITF TRPM1 inh: -4; CF NFkB inh: -54; EBV LMP1 NFkB: -7; KKLEB cytotox: 13; NR2E3 ag-1: 4; Peg3 promoter: -38; C8 TRAIL sens: 9; iPSC survival up: -2.0; NR2E3 ag-2: .

The results go on.
Every second line gives: HIF-2a block, Shn3 inh set2, MITF TRPM1 inh, CF NFkB inh, EBV LMP1 NFkB, KKLEB cytotox, NR2E3 ag-1, Peg3 promoter, C8 TRAIL sens, iPSC survival up, NR2E3 ag-2
O=C(NCCCCNC(=O)c1ccccc1F)c1ccccc1F
→ 9, 1, 1, 8, -8, -1, 6, 3, 3, -0.1, 1
CSCCC(NC(=O)c1ccccc1Cl)C(=O)NCCc1ccccn1 (configuration not stated)
→ -7, -5, -8, 9, -4, -24, -23, 8, 4, 0.7, .
CNC(=S)Nc1cccc(S(=O)(=O)NCc2ccco2)c1
→ 4, -4, 2, -9, -1, 20, -17, 15, -8, 0.6, .
CC(C)C[C@H](NC(=O)c1[nH]cnc1C(=O)N[C@@H](Cc1ccccc1)C(=O)OCc1ccccc1)C(=O)OCc1ccccc1
→ 14, 5, -5, 4, 1, -14, -12, -1, 17, 0.3, 5
Cc1ccc(Cn2nnc3c(=O)[nH]c(C4CCN(S(=O)(=O)c5ccc(F)cc5)CC4)nc32)cc1
→ 10, 5, -3, 11, 7, -27, 9, 38, -17, 0.3, 3
O=C(CCC(=O)Nc1nnc(C2CCCCC2)s1)Nc1ccccc1
→ -5, -7, 2, -12, -1, 1, 2, -14, -19, -0.5, 0
CC(=O)NC(C)C(c1cccs1)N1CCN(c2ccccc2)CC1 (configuration not stated)
→ 5, 4, 16, 16, -2, -4, -6, -8, -3, 0.3, -2
CCOc1ccc(-c2c(C(=O)N/N=C/c3ccc(O)cc3)nnn2-c2nonc2N)cc1
→ 7, 6, 5, 1, -9, 21, -29, 4, 6, 0.8, -2
CCC(C)NC(=O)c1csc2c1CCCCC2 (configuration not stated)
→ -6, 2, -1, 10, -10, -1, -13, -17, 0, -2.0, 0
O=C(Nc1ccc(S(=O)(=O)N2CCN(c3ccccc3)CC2)cc1)c1cccs1
→ -6, 22, -3, -8, -21, 5, -1, 12, -7, 0.7, 0
CCOC(=O)c1cc(NC(=O)Nc2nc3ccccc3s2)c(C)nc1C
→ -30, 5, 0, -2, 7, 17, -19, -25, 6, 2.8, 0
O=C(c1c(Cl)nc2sccn12)N1CCN(c2cccc(Cl)c2)CC1
→ -12, 35, 26, 15, 13, -20, -68, -8, -2, -1.5, 0
Cc1ccc(N(Cc2ccccc2)C(=O)CSC(C)C(=O)Nc2cc(C)on2)cc1 (configuration not stated)
→ -82, -43, ., -8, 4, 9, -10, -17, 6, 6.8, .
COc1ccccc1NC(=O)COc1ccc(C(=O)OCC(=O)N(C(C)C)C(C)C)cc1OC
→ -3, 4, 4, -14, 7, 14, -5, 3, 2, 2.3, -5
O=C(NCc1ccccc1)c1cc(S(=O)(=O)N2CCC3(CC2)OCCO3)ccc1F
→ 15, 10, -2, 2, 5, 16, -12, 20, 11, -0.1, -1
O=C1c2cccnc2C(O)N1Cc1ccco1 (configuration not stated)
→ 5, 19, 1, -3, 10, 1, -18, 7, -12, 0.7, -1
C=CCN1C(=O)/C(=C2/Sc3ccc(OC)cc3N2C)SC1=Nc1cccc(O)c1
→ -6, 4, 8, -12, -10, 0, -26, 17, 11, -2.5, 0
CCOC(=O)[C@H]1[C@H]2COc3ccc(Br)cc3[C@H]2N2C(=O)CN(Cc3ccc(Cl)cc3)C(=O)[C@@]12C
→ 21, 2, 7, 5, -5, -10, -10, 23, 11, 1.0, .
O=C1CC2(CCN(C(=O)c3cccc(F)c3)CC2)Oc2ccccc21
→ 6, -8, 6, -25, -3, 14, -14, 14, -8, -0.5, -3
Cc1ccc(S(=O)(=O)N(C)C)cc1NC(=O)CSc1nc2ccccc2[nH]1
→ 15, -35, -3, 13, 0, -8, -6, 19, 16, 4.7, 1
COc1ccc([N+](=O)[O-])cc1NC(=O)CC1SC(=Nc2cccc(C)c2C)N(/N=C(\C)c2ccc(C)cc2)C1=O (configuration not stated)
→ 17, 8, -3, 5, -8, -2, 2, 29, 0, 0.7, -4
O=C1CC2C(CC(OC(=O)c3ccc(-c4ccccc4)cc3)C2CO)O1 (configuration not stated)
→ -178, -57, -61, 1, -22, 0, -78, -159, 19, -1.1, 1

Screening data as filed in PubChem BioAssay.

Some of the compounds tested, so the mix of outcomes need not match the whole.
